Bioassay records as filed in PubChem.
AID inhibitor: inhibitors of human activation induced cytidine deaminase. Q9GZX7. AID deamination FRET fluorescence, UDG-coupled, 4 h. Potency, µM (top dose mostly 115 µM), for inactives: at the highest dose activity change, negative = inhibition, actives largely listed as inhibitors. hit rate 0.32% among 91,000. AID 1347428; further: nearly all actives have a fitted effect of over 25% in size
Target sequence (Q9GZX7 whole entry, looked up): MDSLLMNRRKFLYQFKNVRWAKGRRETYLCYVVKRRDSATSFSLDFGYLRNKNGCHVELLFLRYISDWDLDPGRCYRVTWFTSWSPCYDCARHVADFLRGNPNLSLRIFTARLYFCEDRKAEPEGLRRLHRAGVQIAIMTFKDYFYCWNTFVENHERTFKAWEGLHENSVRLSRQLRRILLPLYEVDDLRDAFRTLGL
UDG counterscr: counter-screen for AID inhibitors: uracil-DNA glycosylase inhibition | hit rate 0.14% among 91,000 | FRET deamination/UDG coupled assay, UDG read, 4 h | Potency, µM (series often up to 115 µM), for the others: at the highest dose activity change, negative = inhibition, hits mostly inhibitors | AID 1347430; further: nearly all actives have a fitted effect of over 65% in size
* = called active by the depositor; ? = inconclusive; & = joins results of further samples; [ ] = another dose, or the depositor's remark. The call rests on the fitted dose curve; in most records, active means well fitted curve in the direction sought with a large enough effect; inconclusive means small, poorly fitted or top-dose-only effect, or another doubt; inactive means no such curve, though single readings can be large; an effect the other way counts as inactive or inconclusive. On the % scale 0 is the no-effect control and ±100 the full control effect; potency means the concentration at half of the fitted maximal effect. A portion of the library (hit frequency here may not be typical).

SMILES | AID inhibitor | UDG counterscr
CC(C)(C)c1ccc(NC(=O)CC2(C(=O)O)CCCC2)cc1 | -4% | 6%
CCc1ccc(NC(=O)Cn2cnc3sc(C)c(S(=O)(=O)N4CCC(C)CC4)c3c2=O)cc1 | 0% | -12%
CC(C)c1ccc(S(=O)(=O)Nc2cc3c(cc2NCc2ccccc2)n(C)c(=O)n3C)cc1 | 15% | -6%
Cc1cc(Nc2ccc(Br)c(C)c2)n2nc(-c3ccco3)nc2n1 | -15% | 8%
CC1(C)CC(NCCNC2CC(C)(C)NC(C)(C)C2)CC(C)(C)N1 | 6% | -1%
Cc1cccc(C2=Nc3ccccc3N=C(c3cc(Cl)ccc3O)C2)c1 | -22%[57.5 µM] | -8%[57.5 µM]
Cc1nc2nc(N)c(C#N)cn2n1 | -12% | -16%
COc1cccc(-n2ccnc2SCC(=O)Nc2c(C)cc(C)cc2C)c1 | -9% | -6%
Cc1cc(Br)ccc1NC(=O)c1coc(=O)c2ccccc12 | 20%[57.5 µM] | -6%[57.5 µM]
COc1ccccc1C1C(C(=O)N2CCCCC2)=C(C)Nc2nc3ccccc3n21 (configuration not stated) | 10% | -6%
Cc1nc(SCc2nc(-c3cccc(Cl)c3)oc2C)[nH]c(=O)c1C | 8% | 0%
COc1ccc(CCNC(=O)c2cc(-c3ccc(C)c(C)c3)nc3ccccc23)cc1OC | -9% | -21%
CC(C)Cn1cnc2c1c(=O)n(Cc1ccccc1C#N)c(=O)n2Cc1ccccc1 | -11% | -3%
CCOc1ccc(-c2n[nH]c3c2C(c2cccs2)N(c2ccc(Br)cc2)C3=O)cc1 (configuration not stated) | -18% | -11%
Cc1ccc(CN(C)Cc2cc(=O)oc3ccc(C)cc23)cc1 | -6% | -2%
COc1ccc(-c2cn3cccnc3n2)cc1NC(=O)Nc1cc(C)ccc1C | ? | -1%
Cc1cccc(C(C)C)c1NC(=O)C(Sc1ccccc1)c1ccccc1 (configuration not stated) | -10% | 5%
CCc1ccc(NC(=O)Cn2ncc3c4ccccc4n(C)c3c2=O)cc1 | 10% | -5%[57.5 µM]
CCc1ccc(C(N)CC(=O)OC)cc1 (configuration not stated) | 13% | 9%
CN(CCOc1ccc(F)cc1)C(=O)c1cc2ccccc2oc1=O | 4% | -1%
FC(F)(F)c1cccc(N2NC3(CCCCC3)NC2=S)c1 | -5% | -14%
Cc1ccc(Cl)cc1NC(=O)C(C)Oc1cccc(Cl)c1 (configuration not stated) | -17% | -3%
COC(=O)CN1CCN(c2nc3c(c(=O)[nH]c(=O)n3C)n2CCC(C)C)CC1 | -13% | -13%
COc1ccc(S(=O)(=O)Oc2ccc3c(c2)O/C(=C\c2ccccc2OC)C3=O)cc1 | 4% | 3%
COC(=O)c1cc(S(=O)(=O)Nc2ccc(F)cc2C)c[nH]1 | 4% | 4%
Nc1ccccc1C(=O)NCc1cccnc1 | 1% | -3%
COc1ccccc1CNC(=O)C1CCCN(c2nn3cc(-c4ccc(C)cc4)nc3s2)C1 (configuration not stated) | 0% | 5%
CC(C)c1ccc2oc(-c3ccc(Cl)c(NC(=O)c4cccs4)c3)nc2c1 | ? | 2%
CCOc1ccc(C2c3[nH]c4ccccc4c3CCN2C(=O)Cc2cccc(OCC)c2OCC)cc1 (configuration not stated) | ? | ?
CC(=O)NCc1ccc(-c2csc(Nc3cc(C)cc(C)c3)n2)o1 | -7% | -9%

Look-ups from the entries so far.
Entry for `Nc1ccccc1C(=O)NCc1cccnc1` under UDG counterscr: -3%
Entry for `COc1ccc(-c2cn3cccnc3n2)cc1NC(=O)Nc1cc(C)ccc1C` under UDG counterscr: -1%

The list goes on.
SMILES | AID inhibitor | UDG counterscr
CCCCNC(=O)c1nn(-c2ccc(C)cc2)c(=O)n(C)c1=O | -6% | -6%
Cc1cc(C)c2c(=O)c3c(oc2c1)C(=O)N(CCCOC(C)C)C3c1ccccc1F (configuration not stated) | 8% | ?
O=C(CN1CCN(Cc2ccccc2Cl)C1=O)NCc1ccccc1Cl | ? | -6%
CC(C)n1nc(C(=O)OC/C(O)=C(\C#N)c2nc3ccccc3[nH]2)c2ccccc2c1=O | 8% | 6%
CCN(CC)c1ccc(NC(=O)c2nccnc2N)cc1 | 1% | 4%
C#CCN(CC(=O)NC(=O)NCC)C1CCCCC1 | -3% | -7%
CC(=O)N1CCCc2cc(S(=O)(=O)N3CCCC(C(=O)Nc4cccc(Cl)c4C)C3)ccc21 (configuration not stated) | -11% | 3%
COc1ccc2c(ccn2CC(=O)Nc2ccc3c(c2)OCO3)c1 | 11% | -7%
CCn1cc(C(=O)OCC(=O)Nc2cc(Cl)ccc2OC)c(=O)c2ccc(C)nc21 | 24% | -7%
Cc1ccc(-c2nn(C)c(=O)c3ccccc23)cc1S(=O)(=O)NC(C)C | -11% | 0%
Cc1cccc(Nc2nc3ccccc3nc2NS(=O)(=O)c2ccc3c(c2)OCCO3)c1 | -15% | -2%
COc1nc(C(=O)N2CCOCC2(C)C)cc2ccccc12 | -12% | 6%
CCc1cccc(C)c1NC(=O)CCS(=O)(=O)c1ccc2c(c1)oc(=O)n2C | -5%[57.5 µM] | -4%[57.5 µM]
O=C(CCSc1ccc(Cl)cc1)Nc1nc2c(s1)CCC2 | 6% | -3%
CCOC1OC(=O)C(Cl)=C1Nc1ccc(C)c(C)c1 (configuration not stated) | 2% | -1%
CCOc1cc(/C=C2/NC(=O)NC2=O)cc(Cl)c1OCc1ccc(F)cc1 | 4% | 4%
COc1ccccc1CNc1ncnc2c1cnn2-c1ccc(C)cc1 | ? | 0%
COc1ccc(S(=O)(=O)NCc2ccc3c(c2)CCN3C(=O)c2ccccc2)cc1OC | 10% | 4%[57.5 µM]
COc1cc(C2C3CCCCC3(O)CCN2Cc2ccccc2Cl)ccc1O (configuration not stated) | 7% | 7%
Cc1ccc(NC(=O)c2cc(Cl)ccc2Cl)nc1 | -6% | 0%
CC(C)(C)NC(=O)NC(=O)COC(=O)c1cc(-c2cccs2)nc2ccccc12 | 3% | 10%
COc1ccc(Nc2nnc(-c3ccc(OCC(=O)N4CCCCC4)cc3)c3ccccc23)cc1 | -25% | -1%
O=C(O)c1ccc(F)c2ccccc12 | 9% | 7%
COc1ccc(Br)cc1S(=O)(=O)Nc1cc(-c2cn3ccccc3n2)ccc1C | 21% | -11%
Cc1ccc(C23CC4CC(CC(C(=O)O)(C4)C2)C3)cc1C | 4% | -13%
O=C(CCCn1c(=O)c2cccn2c2ccc(F)cc21)NCCc1ccccc1 | 2% | -6%[57.5 µM]
CCCCn1cc(S(=O)(=O)c2ccc(C)c(C)c2)c(=O)c2cc(F)c(N3CCCC(C)C3)cc21 (configuration not stated) | -23% | 8%
COc1ccc(CNC(=O)c2cnn(-c3ccc(C)cc3)c2-n2cccc2)cc1OC | -26% | -7%
O=C(O)/C=C/c1ccc(-c2cccc(Cl)c2)s1 | -18% | -5%
O=C(CCC1N=C2c3ccccc3N=C(SCC(=O)Nc3ccccc3F)N2C1=O)NCc1ccccc1 (configuration not stated) | -1% | 12%
C/C(=N/NC(=S)NC(C)C)c1ccccn1 | 0% | 1%
COc1cc(OC)cc(-c2cc3nc(C)c(CCC(=O)Nc4ccc(C(C)=O)cc4)c(C)n3n2)c1 | -2% | -4%
CCC(=O)N1N=C(c2ccccc2NS(=O)(=O)c2ccccc2)CC1c1ccccc1 (configuration not stated) | -1% | -4%
COc1ccc(Cl)cc1NC(=O)CSC1=C(C#N)C(c2ccc(OC)c(OC)c2)CC(=O)N1 (configuration not stated) | 0% | 6%
CC(C)(C)C(=O)/C=C/c1ccc([N+](=O)[O-])cc1 | -5% | 1%
CN(C)CCNC(=O)c1ccc(Cn2c(=O)c3cccn3c3cccnc32)cc1 | 1% | 4%
COc1ccc(OC)c(CN2CCC(Cc3ccccc3)CC2)c1 | -10% | -11%
CC(C)n1nc(C(=O)NCC2CCOC2)c2ccccc2c1=O (configuration not stated) | 0% | 3%
C=C(C)c1cccc(C(C)(C)NC(=O)N(C)CCC#N)c1 | 1% | 1%
COCCCNC(=O)CSC1=Nc2ccccc2C2=NC(CCC(=O)NCc3ccccc3OC)C(=O)N12 (configuration not stated) | ? | 0%
Oc1ccc(-c2nc3cc(C(F)(F)F)ccc3s2)cc1 | -2% | 6%
COc1ccc(NC(=O)CSc2nnc(N)s2)cc1 | 0% | -5%
CC(NC(=O)C1CCC1)C1CCCO1 (configuration not stated) | 5% | 3%
CCc1ccc(NC(=O)CSc2nc3ncccc3[nH]2)cc1 | -2%&-1% | -3%
O=C(Nc1nc2ccccc2n1CCN1CCOCC1)c1cccc([N+](=O)[O-])c1 | -7% | -8%

Of the compounds above, these have fluorine:
SMILES | AID inhibitor | UDG counterscr
CN(CCOc1ccc(F)cc1)C(=O)c1cc2ccccc2oc1=O | 4% | -1%
FC(F)(F)c1cccc(N2NC3(CCCCC3)NC2=S)c1 | -5% | -14%
COC(=O)c1cc(S(=O)(=O)Nc2ccc(F)cc2C)c[nH]1 | 4% | 4%
Cc1cc(C)c2c(=O)c3c(oc2c1)C(=O)N(CCCOC(C)C)C3c1ccccc1F (configuration not stated) | 8% | ?
CCOc1cc(/C=C2/NC(=O)NC2=O)cc(Cl)c1OCc1ccc(F)cc1 | 4% | 4%
O=C(O)c1ccc(F)c2ccccc12 | 9% | 7%
O=C(CCCn1c(=O)c2cccn2c2ccc(F)cc21)NCCc1ccccc1 | 2% | -6%[57.5 µM]
CCCCn1cc(S(=O)(=O)c2ccc(C)c(C)c2)c(=O)c2cc(F)c(N3CCCC(C)C3)cc21 (configuration not stated) | -23% | 8%
O=C(CCC1N=C2c3ccccc3N=C(SCC(=O)Nc3ccccc3F)N2C1=O)NCc1ccccc1 (configuration not stated) | -1% | 12%
Oc1ccc(-c2nc3cc(C(F)(F)F)ccc3s2)cc1 | -2% | 6%

Later entries:
SMILES | AID inhibitor | UDG counterscr
Cc1cccc(-c2nc3ccccc3c(C)c2C#N)c1 | -9% | -15%
CCOC(=O)c1c(NC(=O)CSc2nc(-c3ccccc3)cc(C(F)(F)F)n2)sc(C)c1C | ? | -8%[57.5 µM]
Cc1c(C(=O)N2CCCC2)oc2c1-c1nn(CC(=O)NCCCOC(C)C)cc1CC2 | ? | ?
CCOc1ccc(Nc2c(S(=O)(=O)c3ccc(C)cc3)cnc3ccccc23)cc1 | ? | -6%
CCCCN(CC)C(=O)c1c[nH]c2ccc(S(=O)(=O)Nc3cccc(OC)c3)cc2c1=O | -1% | -6%[57.5 µM]
Cc1c(C)c2ccc(OCc3nn[nH]n3)c(C)c2oc1=O | -3% | -1%
CCCS(=O)(=O)Nc1cc2c(cc1NCc1ccccc1)n(C)c(=O)n2C | 12% | 1%
Cc1nn(-c2ccccc2)c2c1cc1c(=O)[nH]c(=O)nc-1n2-c1cccc(Cl)c1 | 18% | 2%
CCOC(=O)c1c(NC(=O)COc2ccc(OC)cc2)sc(C)c1Cc1ccc2c(c1)OCO2 | -1% | 3%
O=C(NCCCSc1ccc(F)cc1)C1CCN(C(=O)c2cccs2)CC1 | -4% | -12%
O=C(O)CCC(=O)c1ccc(F)cc1 | -4% | -6%
O=C(CCc1ncc(-c2ccc(F)cc2)o1)NCCc1ccccc1 | 2% | -6%
Cc1ccc(C(=O)N2CCN(c3ccccc3)CC2)cc1NC(=O)c1nsc2ccccc12 | 2% | 4%
CCCCCCCCc1ccc(C(=O)CCN(C)C)cc1 | -8% | -4%
CCc1ccc(-c2cc(C(F)F)n3nc(C)c(Br)c3n2)cc1 | -11% | 4%
COc1cccc(-c2cc(C(=O)N3CCN(c4ccc(F)cc4)CC3)no2)c1 | -2% | 0%
CN1CCN(C(C(=O)O)c2cn(CCC(=O)O)c3ccc(Br)cc23)CC1 (configuration not stated) | -2% | 0%
CCCCNC(=O)c1ccc2[nH]c(C)c(C)c2c1 | 1% | -2%
Cc1cc(C)cc(N2CC(c3nnc(NC(=O)c4ccco4)s3)CC2=O)c1 (configuration not stated) | -3% | 5%
CCCCn1nc(C(=O)Nc2ccc(Cl)cc2C)c2ccccc2c1=O | -1% | 0%
Cc1cc(S(=O)(=O)N2CCOC23CCN(C(=O)c2ccccc2C(F)(F)F)CC3)ccc1F | -14% | -9%
CC(=O)c1cccc(NC(=O)c2ccc3c(c2)N(Cc2ccc(C)cc2)CCS3)c1 | -6% | 4%
CCc1ccccc1NC(=O)CN1C(=O)CCc2cc(S(=O)(=O)N3CCCCC3)ccc21 | -16% | -28%
O=C(CSc1ncnc2sc3c(c12)CCCC3)Nc1ccc(F)cc1 | 1% | -1%
O=C1CCCC2=C1C(c1ccc(O)c(Br)c1)C1=C(CCCC1=O)O2 | -1% | 5%
Cc1cccc(C(C)C)c1NC(=O)Cc1c[nH]c2ccccc12 | -10% | -8%
CCCn1nc(C(=O)Nc2ccc(F)c(Cl)c2)c2ccccc2c1=O | 3% | -7%
CC(C)NC(=O)/C=C/c1cccc(Cl)c1 | -2% | 6%
C=CCc1ccccc1OCCSc1nc(-c2ccc(C(C)(C)C)cc2)nc2cc(=O)[nH]n12 | ? | -23%
CCc1ccc(C(=O)N(CCN(C)C)CC(=O)OC(C)(C)C)cc1 | -21% | -5%
Cc1ccccc1CNc1ccccc1C(N)=O | -7% | -10%
CCCCNC(=O)NCC(=O)NCCC | 5% | 2%
CC(C)(O)C#Cc1ccccc1C(=O)NC(CSCc1ccccc1)C(=O)O (configuration not stated) | 21% | 3%
O=C(NC1CCCCC1)c1ccc2c(c1)N(Cc1ccccc1F)C(=O)c1ccccc1S2 | -7% | -8%[57.5 µM]
Cc1ccccc1-n1nnnc1SCC(=O)c1ccc(Br)s1 | -11% | -2%
